Screening data as filed in PubChem.
Growth percent in the NCI-60 one-dose screen (48 h, 10 µM unless noted): 100 = growth as untreated, 0 = no growth, -100 = all killed.
U251 – U251 CNS tumor cells; actives 5.4% (n = 80,000)
OVCAR-4 – OVCAR-4 ovarian cancer cells | actives 3.7% (n = 80,000)
OVCAR-8 – OVCAR-8 ovarian cancer | actives 4.4% (n = 81,000)
OVCAR-5 – OVCAR-5 ovarian cancer; actives 2.9% (n = 82,000); AID 1794783
OVCAR-3 – OVCAR-3 ovarian cancer. actives 7% (n = 79,000)
PC-3 – PC-3 prostate cancer cells | actives 3.9% (n = 80,000) | AID 1794754
DU-145 – DU-145 prostate cancer | actives 4.2% (n = 81,000)
SF-295 – SF-295 CNS cancer cells; actives 5.6% (n = 79,000); AID 1794758
SK-OV-3 – SK-OV-3 ovarian cancer cells; actives 3.2% (n = 80,000); AID 1794785
* marks the source's active call; other numbers are inactive results; x = not tested or not shown; & = joins results of further samples; [ ] = remark or other dose. How the source made its calls: active means growth percent below 10; inactive means the rest. An unsorted share of the library; about 11% have a hit in one of these screens.

SMILES	U251	OVCAR-4	OVCAR-8	OVCAR-5	OVCAR-3	PC-3	DU-145	SF-295	SK-OV-3
CC1SC2(CCC(c3ccccc3)CC2)N(NC(=O)Cc2ccccc2Nc2c(Cl)cccc2Cl)C1=O (stereo not given)	86	86	98	87	104	70	98	95	101
O=[N+]([O-])c1ccc(C=C2C(Cl)=C(Cl)C(Cl)=C2Cl)cc1	20	54	22	112	-17*	58	73	86	115
Cc1cccc2cc(C3CNC(=O)c4ccccc4N3)c(=O)[nH]c12 (stereo not given)	94	92	103	102	104	89	109	99	97
Cc1ccccc1OC(=O)c1ccccc1Cl	103	102	94	90	105	95	123	94	x
O=C(O)C(=C/C=C/c1ccccc1)C(=O)O	98	104	100	103	117	96	115	96	104
O=C1CCc2cc(Nc3nc(NCCCO)nc4ccsc34)ccc2N1	88	89	101	98	99	90	106	97	94
O=NN(CCCl)C(=O)NCc1ccc(-c2ccc(CNC(=O)N(CCCl)N=O)cc2)cc1	70	114	94	115	115	87	112	83	96
ClC1=C(Cl)C2(Cl)C3(Cl)C(Cl)=C(Cl)C(Cl)(C34OCCO4)C2(Cl)C12OCCO2 (stereo not given)	103	84	92	100	111	80	117	92	102
COC(=O)Nc1ccc2ccc3c(NC(=O)OC)ccc4ccc1c2c43 (tested in a mixture with another compound)	41	88	67	76	71	48	87	48	72
CC1=CC(OC(=O)C(C)(O)CCC(C)(C(=O)OC2(C(C)C)CCCC3(C)OC32)C(C)C)C(C(C)C)CC1 (stereo not given)	96	109	101	108	106	107	112	100	99
COc1ccc(Nc2ncnc3c2sc2nc(C)cc(C)c23)cc1	103	95	95	93	113	93	102	112	118
N#C/C(=C\c1cccc2cnccc12)n1nc2cccc(F)c2n1	98	77	89	93	88	100	95	100	101
CNc1ccc2c(c1)c1ccccc1n2C	96	108	100	112	102	96	102	99	106
C=CCNC(=S)NN(C)C	x	x	103	100	100	95	104	91	103
COc1cc(C=Nc2oc(-c3ccccc3)c(-c3ccccc3)c2C#N)cc(CN2CCCCC2)c1O	x	92	105	97	110	93	107	102	116
C=C(C[n+]1ccccc1)[C@@H]1CC[C@]2(C(=O)O)CC[C@]3(C)[C@H](CC[C@@H]4[C@@]5(C)CCC(=O)C(C)(C)[C@@H]5CC[C@]43C)[C@@H]12	91	105	92	104	105	94	104	100	86
COc1ccc2c(c1)CC/C(=C\c1ccc(OCC(=O)Nc3nccs3)cc1)C2=O	109	107	102	102	329	94	x	707	119
Nc1cc([N+](=O)[O-])ccc1S(=O)(=O)O	100	116	99	99	99	86	101	96	100
O=C(/C=C/c1cc(Br)cs1)CC(=O)/C=C/c1cc(Br)cs1	100	104	108	103	104	115	102	100	99
COc1ccccc1NC(=S)/N=C/c1c(O)[nH]c(=O)[nH]c1=O	95	104	107	115	111	98	111	100	96
Cc1nc2sc(C(=O)Nc3cccc(Br)c3C)c(N)c2cc1C(O)c1ccccc1 (stereo not given)	2.7*	47	12	32	-2.7*	18	6.1*	20	11
Cc1nc(Sc2nc3ccc([N+](=O)[O-])cc3s2)sc1C	27	36	20	35	-2.8*	23	31	82	39
CCn1c(Sc2nnc(NC(=O)CCSC(=S)N3CCOCC3)s2)nc2c1c(=O)n(C)c(=O)n2C	101	101	96	99	101	95	99	102	124
CNC(=O)c1cc(Oc2ccc(NC(=O)c3nc(S(C)(=O)=O)n(C)c3-c3ccc(F)cc3)cc2)ccn1	76	67	76	104	70	64	57	70	59
C#CCOc1ccc2ncnc(N3CCN(C(=O)C=C)CC3)c2c1	82[8.25 µM]	92[8.25 µM]	86[8.25 µM]	86[8.25 µM]	97[8.25 µM]	x	79[8.25 µM]	107[8.25 µM]	70[8.25 µM]
CC(C)(C)c1nc2ccccc2[nH]1	98	113	108	112	102	84	107	100	110
CCC(C)C(N)C(=O)NC(CC(C)C)C(=O)N1CCCC1C(=O)NC(Cc1c[nH]c2ccccc12)C(=O)NC(CCCCN)C(=O)NC(Cc1c[nH]c2ccccc12)C(=O)N1CCCC1C(=O)NC(Cc1c[nH]c2ccccc12)C(=O)NC(Cc1c[nH]c2ccccc12)C(=O)N1CCCC1C(=O)NC(Cc1c[nH]c2ccccc12)C(=O)NC(CCCNC(=N)N)C(=O)NC(CCCNC(=N)N)C(N)=O (stereo not given)	112	119	76	99	101	92	98	144	109
COC(=O)c1ccc(=O)c2nc3/c(=C/O)c(O)cc(=O)c3[nH]c12	7.6*	47	12	55	-4.2*	31	29	6.3*	52
O=[N+]([O-])c1ccc(Oc2ccc(Cl)cc2)cc1	101	105	102	100	107	100	108	101	102
CCN1/C(=C/C=C/c2n(-c3ccccc3)c3ccc(-c4nc5ccccc5s4)cc3[n+]2CC)N(c2ccccc2)c2ccc(-c3nc4ccccc4s3)cc21	4.8*	25	11	31	0.0*	16	-48*	-30*	-4.9*
Cc1cc(=O)oc2cc(OCc3nn4c(Nc5nc6ccccc6s5)c(-c5ccccc5)nc4s3)ccc12	97	61	80	97	95	87	98	90	92
Cc1c(C(=O)C2C(=O)N(c3ccccc3)N=C2C(F)(F)F)nnn1-c1ccccc1 (stereo not given)	106	95	110	100	94	100	104	113	104
O=C(NC1CCCCCCC1)c1ccc(S(=O)(=O)N2CCCCC2)cc1	94	93	91	88	117	96	111	104	99
Cn1c(=O)c(-c2ccc(O)cc2)cc2c(N)ncnc21	94	81	94	95	77	61	95	86	84
COc1ccc(-c2nnc3c4c(ncn23)N(C)c2ccccc2C(C)C4)cc1 (stereo not given)	97	86	103	99	106	85	105	98	108
CCN(CC)CCOC(=O)Nc1cccc(Cl)c1	115	102	116	110	118	92	109	110	113
CC1=C(C(=O)OC(C)(C)C)C(c2ccc3c(c2)OCO3)NC(=S)N1 (stereo not given)	94	97	99	102	102	90	102	98	112
Cc1ccc([C@H]2C(C(=O)c3ccc(Cl)cc3)C3(N[C@@H]2c2ccccc2)C(=O)Nc2ccc(Cl)cc23)cc1 (stereo not given in full)	48	57	59	68	46	14	72	48	67
CSc1ccc2c(c1)N(C(=O)/C(C#N)=C/c1ccc(C#N)cc1)c1ccccc1S2	105	90	107	98	109	101	110	111	103
O=C(NCCc1ccc(O)c(O)c1)c1cc(Cl)ccc1Nc1ccnc(C(F)(F)F)c1	94	71	95	105	87	88	100	91	97

For convenience, some entries already given:
SMILES	U251	OVCAR-4	OVCAR-8	OVCAR-5	OVCAR-3	PC-3	DU-145	SF-295	SK-OV-3
C#CCOc1ccc2ncnc(N3CCN(C(=O)C=C)CC3)c2c1	82[8.25 µM]	92[8.25 µM]	86[8.25 µM]	86[8.25 µM]	97[8.25 µM]	x	79[8.25 µM]	107[8.25 µM]	70[8.25 µM]
CC(C)(C)c1nc2ccccc2[nH]1	98	113	108	112	102	84	107	100	110
CCC(C)C(N)C(=O)NC(CC(C)C)C(=O)N1CCCC1C(=O)NC(Cc1c[nH]c2ccccc12)C(=O)NC(CCCCN)C(=O)NC(Cc1c[nH]c2ccccc12)C(=O)N1CCCC1C(=O)NC(Cc1c[nH]c2ccccc12)C(=O)NC(Cc1c[nH]c2ccccc12)C(=O)N1CCCC1C(=O)NC(Cc1c[nH]c2ccccc12)C(=O)NC(CCCNC(=N)N)C(=O)NC(CCCNC(=N)N)C(N)=O (stereo not given)	112	119	76	99	101	92	98	144	109
COC(=O)c1ccc(=O)c2nc3/c(=C/O)c(O)cc(=O)c3[nH]c12	7.6*	47	12	55	-4.2*	31	29	6.3*	52
O=[N+]([O-])c1ccc(Oc2ccc(Cl)cc2)cc1	101	105	102	100	107	100	108	101	102
CCN1/C(=C/C=C/c2n(-c3ccccc3)c3ccc(-c4nc5ccccc5s4)cc3[n+]2CC)N(c2ccccc2)c2ccc(-c3nc4ccccc4s3)cc21	4.8*	25	11	31	0.0*	16	-48*	-30*	-4.9*
Cc1cc(=O)oc2cc(OCc3nn4c(Nc5nc6ccccc6s5)c(-c5ccccc5)nc4s3)ccc12	97	61	80	97	95	87	98	90	92
Cc1c(C(=O)C2C(=O)N(c3ccccc3)N=C2C(F)(F)F)nnn1-c1ccccc1 (stereo not given)	106	95	110	100	94	100	104	113	104
O=C(NC1CCCCCCC1)c1ccc(S(=O)(=O)N2CCCCC2)cc1	94	93	91	88	117	96	111	104	99
Cn1c(=O)c(-c2ccc(O)cc2)cc2c(N)ncnc21	94	81	94	95	77	61	95	86	84

Later entries.
SMILES	U251	OVCAR-4	OVCAR-8	OVCAR-5	OVCAR-3	PC-3	DU-145	SF-295	SK-OV-3
COc1ccc(C2=Nc3cccc4c3N(CCC4)C2c2ccc(OC)cc2)cc1 (stereo not given)	76	79	81	86	78	62	111	89	78
CCOC(=O)/C(C#N)=C/NCC1CC1	x	115	99	109	114	98	111	105	112
CCCCN=C(N)c1ccc(OCCSCCOc2ccc(C(N)=NCCCC)cc2)cc1	35	51	41	84	40	44	55	-36*	41
COc1ccc(C2=NN(C=O)C(c3cccc(Nc4ccnc5cc(Cl)ccc45)c3)C2)cc1 (stereo not given)	20	40	17	52	14	23	33	0.5*	21
COc1cc(C2Nc3n[nH]c(-c4ccccc4)c3C(=O)CS2)cc(OC)c1OC (stereo not given)	97	114	x	95	118	104	115	99	101
Cc1ccc(-c2c(-c3ccccc3)c(=O)oc3ccc(C)cc23)cc1	83	99	94	113	117	56	116	104	101
Cc1ccc(-c2cc(-c3ccccc3)[nH]c(=O)c2C#N)cc1	91	94	93	109	98	84	97	90	107
CCCCc1ccc(N=Nc2ccc(OCC[N+](C)(C)C)cc2)cc1	-51*	72	27	76	30	24	61	33	75
CC(=O)Nc1ccc(CC#N)cc1Br	104	98	110	109	108	96	107	105	104
CC/C(Cc1ccc(O)cc1)=N\NC(N)=S	75	53	77	95	85	75	95	93	99
COc1ccc(-c2ccc(=O)oc2-c2cc(OC)c(OC)c(OC)c2)cc1O	20	40	14	23	-73*	37	-53*	-22*	26
O=C1C(O)=C(O[C@@H]2OC(CO)[C@@H](O)[C@@H](O)C2O)C(=O)c2ccccc21 (stereo not given in full)	102	113	101	106	113	101	106	107	105
CCOC(=O)C(NC(=O)C(Cl)Cl)C(O)c1ccccc1 (stereo not given)	101	110	102	102	109	-0.1*	102	76	116
CCOC(=O)C(C#N)C1CC2CCC1C2 (stereo not given)	105	112	111	105	101	104	104	110	110
Cc1nnc2c3ccccc3c(N[C@@H](C)[C@H](c3ccccc3)N(C)C)nn12	103	102	97	115	102	95	111	100	109
N#Cc1c(Nc2ccc(N3CCOCC3)cc2)nc(SCC(=O)c2ccc(Br)cc2)nc1-c1ccccc1	101	105	101	96	105	86	106	104	95
CCSCCC1(CCC(C)C)C(=O)NC(=Nc2ccccc2)NC1=O (stereo not given)	88	95	90	98	68	74	96	81	99
N/C(=N\N=C\c1ccccc1)c1c(N)nc(=S)[nH]c1-c1ccc(Cl)cc1Cl	97	115	109	108	109	103	111	87	96
COc1ccc(C2=NN(c3nc(-c4ccc(F)cc4)c(C#N)c(=O)n3C)C(=O)CC2)cc1	99	101	98	87	117	89	120	102	95
O=C1CCC(C(=O)N/N=C/C(=O)c2ccccc2)N1 (stereo not given)	99	99	101	104	101	91	110	102	103
CCCCCCCC/C=C\CCCCCCCCOc1ccccc1CC(=O)NCC[N+]1(C)CCCC1	48	87	81	62	92	18	91	98	90
Nc1ncnc2c1N=C(c1ccc(Cl)cc1)CC(c1cccc(Nc3ccnc4cc(C(F)(F)F)ccc34)c1)N2 (stereo not given)	52	71	70	95	86	42	82	59	64
N#Cc1c(-c2ccc(Cl)cc2)nc(NN=Cc2cccc(O)c2)nc1N1CCOCC1	62	72	65	97	78	64	63	97	98
Cc1nn(-c2ccccc2)c2ncnc(Nc3ccc(OCc4c(-c5ccccc5)no[n+]4[O-])cc3)c12	97	91	101	104	105	84	106	99	104
CSc1cc(SC)nc(SC)n1	100	72	112	112	111	98	110	108	105
O=C1/C(=C/c2ccc([N+](=O)[O-])cc2)Oc2cc(O)ccc21	91	97	96	107	108	107	106	98	120
COc1nc2cc(OC(C)C)ccc2cc1-c1nc2c(cnn2-c2ccccc2)c(=O)[nH]1	109	107	102	116	119	89	100	107	122
COc1ccc(-c2nc(NN)nc(N3CCOCC3)c2C#N)cc1	95	90	100	100	108	95	112	100	87
COc1ccc(-n2c(NC(=O)N3CCOCC3)c(C#N)c3ccc(F)cc32)cc1	101	95	101	99	108	84	106	97	101
CCCCc1ccc(NC(=O)Nc2ccc3oc(=O)ccc3c2)cc1	40	85	65	81	75	88	88	84	95
N#Cc1cnn(CCCl)c1N	107	122	117	109	123	112	105	108	111
CCN(CC)CCOC(=O)Nc1ccc(Cl)cc1	100	122	101	110	112	71	111	101	104
Nc1nc2c(c(-c3nc(N)nc4c3CCC4)n1)CCC2	96	109	102	104	119	103	107	98	118
CCCCc1c(C)[nH]c2c(OC)cccc2c1=O	54	63	65	84	35	46	71	79	107
C/C(=N/O)c1ccc(N2C(=O)c3cc(Cl)c(Cl)cc3C2=O)cc1	98	104	100	99	x	97	107	101	92
CCOC(=O)c1ccc2c(c1)[n+](=O)c(C(=O)C1CCCS1)c(C(F)(F)F)n2[O-] (stereo not given)	-100*	-83*	-36*	-80*	-97*	-75*	-97*	-88*	-98*
O=C(Cn1c(=O)[nH]c2ccccc2c1=O)NCC(=O)NN=C1CCCCC1	95	109	102	94	108	96	106	95	94
Cc1ccc2nc(NC(=O)CSC3=NC(c4ccccc4)=C(C#N)C4=NCC(=O)N34)sc2c1	94	96	100	105	123	94	113	99	106
CC1(C)NC(=O)N(Br)C1=O	103	97	99	105	129	101	123	99	109
N#Cc1c(-c2ccccc2)[nH]c(=S)[nH]c1=O	104	113	106	102	x	100	109	102	104
CCOC(=O)C(CC(=O)c1ccccc1)(NC(C)=O)C(=O)OCC	95	108	99	107	100	82	110	97	100
C[C@H](CSC(=O)c1ccccc1)C(=O)N1c2ccccc2C[C@H]1C(=O)O	95	121	97	90	104	84	110	93	86
N#CNc1nc(N)cc(=O)[nH]1	119&101	98	110&102	113	103&112	107&96	107&112	93&100	102&105
